Screens from PubChem.
Bim-Bcl-W: inhibitors of Bim-Bcl-W interaction, human | Q92843 | AID 952 | bead-based flow cytometry, Bim peptide-Bcl-W binding | inhibition, % at 10 µM | actives 0.02% (n = 190,000);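 further: 0% = bound tracer without compound and 100% = peptide blocker; higher means less fluorescent Bim peptide bound to Bcl-W beads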
Bcl-2 Bim block: human Bim-Bcl-2 interaction inhibition. P10415. Bead-based flow cytometry, Bim peptide-Bcl-2 binding. inhibition, % at 10 µM. actives 0.06% (n = 190,000). AID 950; in the data active means inhibition above about 40%; inconclusive means no clear call, values can overlap the other calls;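 further: 0% = no compound wells with probe peptide and 100% = reference peptide inhibitor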
Target sequence (P10415 whole entry, looked up): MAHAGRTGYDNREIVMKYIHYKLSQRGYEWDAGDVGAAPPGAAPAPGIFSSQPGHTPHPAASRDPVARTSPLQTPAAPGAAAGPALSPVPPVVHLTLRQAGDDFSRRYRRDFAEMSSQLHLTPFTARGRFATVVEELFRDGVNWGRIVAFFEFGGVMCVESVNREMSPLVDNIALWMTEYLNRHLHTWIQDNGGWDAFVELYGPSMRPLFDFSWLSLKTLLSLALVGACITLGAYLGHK
GSH fluor: GSH bead compound fluorescence profile. GSH beads flow cytometry, compound fluorescence 488/530 nm; hits give high values. fluorescence (KMESF) at 10 µM. actives 0.25% (n = 190,000). AID 1776; in the data active means fluorescence above about 89;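 further: glutathione beads carrying GST-tagged Bcl family fusion proteins plus one bare bead set; values are compound well signal with DMSO vehicle wells as background; inactives centre near 16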
RGS4-Gao reg: human RGS4-Galphao interaction regulation; binding response (% of control), % at 10 µM; actives 0.33% (n = 220,000); Multiplexed bead flow cytometry, RGS4-Galphao binding; actives lie on both sides; AID 1415; in the data active means binding response below about 49% or above about 150%; inactive means in between;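 further: fluorescent Galphao activated with aluminum fluoride binding bead-coupled RGS4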
Target sequence (P09471 whole entry, looked up): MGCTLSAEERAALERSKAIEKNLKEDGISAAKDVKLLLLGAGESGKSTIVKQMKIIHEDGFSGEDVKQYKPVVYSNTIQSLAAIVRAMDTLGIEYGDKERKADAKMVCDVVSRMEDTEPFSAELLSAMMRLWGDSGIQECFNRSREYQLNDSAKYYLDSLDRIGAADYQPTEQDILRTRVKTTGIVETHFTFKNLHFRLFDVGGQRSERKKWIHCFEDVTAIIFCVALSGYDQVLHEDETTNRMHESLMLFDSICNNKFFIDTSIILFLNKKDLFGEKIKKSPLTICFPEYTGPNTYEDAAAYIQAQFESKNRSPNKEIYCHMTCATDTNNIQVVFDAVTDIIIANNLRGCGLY
Bfl-1 Bim block: inhibitors of Bim-Bfl-1 interaction, human. Bead-based flow cytometry, Bim-Bfl-1 binding inhibition. inhibition, % at 10 µM. actives 0.12% (n = 190,000). AID 1008;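 further: 0% = wells without compound plus tracer and 100% = blocker peptide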
RGS7-Gao reg: regulators of human RGS7-Galphao interaction; P09471; Multiplexed bead flow cytometry, RGS7-Galphao binding; actives lie on both sides; binding response (% of control), % at 10 µM; actives 0.35% (n = 220,000); AID 1439; in the data active means binding response below about 49% or above about 150%; inconclusive means no clear call, values can overlap the other calls; inactive means in between;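 further: fluorescent Galphao held in activated GDP-AlF4 state binding bead-coupled RGS7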
Bim-Bcl-B: disrupts Bim peptide binding to human Bcl-B; Q9HD36; bead-based flow cytometry; inhibition, % at 10 µM; actives 0.073% (n = 190,000); AID 951;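 further: 0% = tracer peptide without compound and 100% = reference inhibitor peptide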
Target sequence (Q9HD36 whole entry, looked up): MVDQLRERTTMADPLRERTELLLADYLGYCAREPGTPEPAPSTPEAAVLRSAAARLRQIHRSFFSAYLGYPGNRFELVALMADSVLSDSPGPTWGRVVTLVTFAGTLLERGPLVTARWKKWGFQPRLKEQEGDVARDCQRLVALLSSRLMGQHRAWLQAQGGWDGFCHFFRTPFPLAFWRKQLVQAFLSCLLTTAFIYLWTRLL
Bim-Bcl-XL: disrupts Bim peptide binding to human Bcl-XL; actives 0.04% (n = 190,000); bead flow cytometry, fluorescence; Q07817; inhibition, % at 10 µM
Mcl1-Bid inh: disrupts binding of human Mcl-1 to Bid peptide | Q07820 | TR-FRET Mcl-1/Bid-Dy647 peptide binding, 1536-well | inhibition, % at 21.7 µM | actives 0.97% (n = 220,000);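 active means compounds that cut the binding signal by more than half at the single screening dose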;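 further: His-tagged Mcl-1 with europium anti-His antibody binding Bid BH3 peptide; 0% = Mcl-1 plus peptide wells and 100% = peptide-only wells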
Mcl-1 Bim block: disrupts Bim peptide binding to human Mcl-1. Q07820. Bead-based flow cytometry, Bim peptide-Mcl-1 binding. inhibition, % at 10 µM. actives 0.1% (n = 190,000). AID 1009;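 further: 0% = no compound tracer wells and 100% = peptide blocker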
RGS8-Gao: regulators of human RGS8-Galphao interaction; multiplexed bead flow cytometry, RGS8-Galphao binding; actives lie on both sides; response (percent of control binding), % at 10 µM; actives 0.34% (n = 220,000); in the data active means response below about 60% or above about 140%; inactive means in between;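 further: Galphao activated as the GDP aluminium fluoride complex binding bead-coupled RGS8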
* hit, by the source's call; ? = inconclusive; · = not tested or not shown. Unless noted, no stated cut-off is given here; in the data, active means inhibition above about 40%.

SMILES	Bim-Bcl-W	Bcl-2 Bim block	GSH fluor	RGS4-Gao reg	Bfl-1 Bim block	RGS7-Gao reg	Bim-Bcl-B	Bim-Bcl-XL	Mcl1-Bid inh	Mcl-1 Bim block	RGS8-Gao
CC(=O)NCCc1ccc(S(=O)(=O)N2CCOCC2)cc1	0	-2	11	100	0	95	0	-2	-32	-2	100
c1cnc2ccc(C(c3nnnn3C3CCCC3)N3CCSCC3)cc2c1 (stereo not drawn)	0	12	23	99	2	99	-1	0	-18	-2	102
O=C(COC(=O)Cn1nnc2ccccc21)Nc1ccccc1Br	-7	-5	12	103	0	104	-7	-10	-23	-6	104
O=C(COC(=O)c1ccc(O)cc1)Nc1ncc(Cl)cc1Cl	0	0	20	97	-5	94	0	0	-38	0	98
O=C(/C=C/c1ccc(Cl)cc1Cl)Nc1cccc(S(=O)(=O)NC2=NCCC2)c1	2	2	12	100	-2	100	-4	-3	-21	0	99
c1ccc(-c2nnc3sc(-c4csc5c4CCCC5)nn23)cc1	4	3	8	92	1	82	1	-2	20	0	94
O=C(CN1CCOCC1)NCc1ccccc1	0	-9	31	102	-11	135	-8	-7	-24	-1	99
O=C(CSc1cccc(C(F)(F)F)c1)NC(=O)NCc1ccco1	-2	-7	24	94	-19	92	-7	-5	-5	-3	99
COc1ccc(C2=NN(C(=O)c3cccs3)C(c3ccccc3O)C2)cc1 (stereo not drawn)	0	1	11	102	-1	99	-3	-5	2	2	100
CCCCOc1cccc(NC(=O)CSc2nncn2C)c1	1	4	14	100	4	106	3	5	0	0	101
Cc1nn2c3ccccc3n(CCN3CCCCC3)c2nc1=O	·	?	40	87	·	90	·	·	-8	·	98
COC(=O)c1cc(OC)c(OCc2cc(C(=O)OC)oc2C)c(OC)c1	-4	-9	8	100	-5	100	-8	-8	-26	-3	98
CC1CN(CN2C(=O)c3ccccc3C2=O)CC(C)O1 (stereo not drawn)	-3	-11	25	103	-15	100	-13	5	-8	-1	100
COc1cc(CNC2CCC(C)C2)cc(OC)c1 (stereo not drawn)	1	-6	30	96	-13	98	-9	-4	-16	0	100
Cc1nc(=S)c2ccccc2[nH]1	11	87*	10	102	68*	100	85*	15	5	33	98
CCS(=O)(=O)N1CCC(NC(=O)c2cc(OC)cc(OC)c2)CC1	-2	-15	27	102	-7	104	0	-3	3	-7	99
C/C(CC(=O)Nc1ccc(Cl)cc1)=N\NC(=O)C(=O)NCCO	-2	-5	11	103	-4	100	-8	-3	-2	0	105
O=C(CSc1nc(-c2ccccc2)cc(=O)[nH]1)N1CCc2ccccc21	-2	-8	30	99	-16	97	-10	-3	-12	-1	100
Cc1occc1C(=O)Nc1nnc(-c2cccs2)s1	0	-2	23	102	-7	101	-4	0	-20	0	103
COc1ccc(CCn2ccc(O)c(Cc3ccc(Cl)cc3)c2=O)cc1OC	1	2	17	98	3	?	5	3	-1	1	100
O=C(CCn1c(=S)[nH]c2ccccc2c1=O)NCCc1ccccc1	-1	-3	12	107	-6	109	-7	-3	-36	-3	104
CC(=O)N1Cc2cc(N)ccc2Oc2ccccc21	1	1	16	104	-1	?	-3	0	-46	0	102
O=[N+]([O-])c1ccc(Cl)c2cccnc12	0	-2	14	102	-3	99	-5	-3	-8	-2	99
O=C(Nc1cccc(Br)c1)c1ccn[nH]1	0	-4	16	102	-7	102	-4	-2	-5	-2	102
COC(=O)c1sccc1-n1cccc1C(=O)NCc1ccccc1	-1	-2	12	101	0	102	1	3	-2	0	100

Structural class: the entries above containing an aryl methoxy group (5)
SMILES	Bim-Bcl-W	Bcl-2 Bim block	GSH fluor	RGS4-Gao reg	Bfl-1 Bim block	RGS7-Gao reg	Bim-Bcl-B	Bim-Bcl-XL	Mcl1-Bid inh	Mcl-1 Bim block	RGS8-Gao
COc1ccc(C2=NN(C(=O)c3cccs3)C(c3ccccc3O)C2)cc1 (stereo not drawn)	0	1	11	102	-1	99	-3	-5	2	2	100
COC(=O)c1cc(OC)c(OCc2cc(C(=O)OC)oc2C)c(OC)c1	-4	-9	8	100	-5	100	-8	-8	-26	-3	98
COc1cc(CNC2CCC(C)C2)cc(OC)c1 (stereo not drawn)	1	-6	30	96	-13	98	-9	-4	-16	0	100
CCS(=O)(=O)N1CCC(NC(=O)c2cc(OC)cc(OC)c2)CC1	-2	-15	27	102	-7	104	0	-3	3	-7	99
COc1ccc(CCn2ccc(O)c(Cc3ccc(Cl)cc3)c2=O)cc1OC	1	2	17	98	3	?	5	3	-1	1	100

Later entries
SMILES	Bim-Bcl-W	Bcl-2 Bim block	GSH fluor	RGS4-Gao reg	Bfl-1 Bim block	RGS7-Gao reg	Bim-Bcl-B	Bim-Bcl-XL	Mcl1-Bid inh	Mcl-1 Bim block	RGS8-Gao
COc1cc(C2c3c([nH]c(=O)[nH]c3=O)Nc3ccc4ccccc4c32)cc(OC)c1OC (stereo not drawn)	0	1	10	104	0	99	-5	-3	-28	0	104
Cn1cc(/C=C(\C(=O)O)C(C(=O)O)=C2CCCCC2)c2ccccc21	2	2	10	103	-4	103	1	-1	-63	4	99
CCCCN(C)S(=O)(=O)c1ccc(C(=O)Nc2nnc(CSC)o2)cc1	0	2	25	101	-1	103	0	1	-19	0	99
c1ccc2c(c1)oc1c(Nc3ccc(CN4CCOCC4)cc3)ncnc12	1	-3	17	99	2	102	2	2	8	-2	103
CCOc1c2ccc(C(=O)NCC34CC5CC(CC(C5)C3)C4)cc2nn1CC	-4	-1	9	102	-3	100	-8	0	-22	0	101
CC(=O)N1CCN(C(=O)CCc2nc3ccccc3c(=O)[nH]2)CC1	1	-2	12	101	-12	103	-5	-2	-9	2	102
O=C(C1=NNC2C(=O)N(c3ccccc3)C(=O)C12)c1nc(Cl)ccc1Cl (stereo not drawn)	0	2	13	99	0	97	0	-1	-3	2	101
Cc1ccc(C(=O)c2c[nH]cc2-c2ccccc2)cc1	-8	-2	11	104	-6	106	-10	-8	-13	-5	106
Brc1cccc(OCCCN2CCCCCC2)c1	-2	-5	17	104	-10	?	-5	-5	13	-2	106
O=C(NCCNc1ccc([N+](=O)[O-])cc1C(F)(F)F)c1ccccc1F	0	-6	14	104	-6	106	-8	-7	-23	-1	103
O=C(NCC(=O)N(CCN1CCOCC1)C(C(=O)NC1CCCC1)c1cccnc1)c1cccs1 (stereo not drawn)	-1	-3	24	100	0	100	-4	-1	1	-2	102
CCCCN(CC)Cc1ccc(CNC(=S)Nc2ccc(C)cc2Cl)o1	-5	-3	15	100	-4	99	-24	-7	4	-8	98
COC(=O)C(N)Cc1ccc(O)c(O)c1 (stereo not drawn)	15	1	10	97	6	100	-11	1	-13	3	86
O=C(CSc1nnc(SCc2ccc(Cl)cc2)s1)N1CCOCC1	1	-15	8	101	-16	100	-11	-8	-5	-1	100
NC1=NC(=O)C2(COC(c3cccnc3)OC2)S1 (stereo not drawn)	-1	-3	8	101	-7	98	-7	0	1	0	102
O=C(CSc1nc2ccc(Cl)cc2[nH]1)NCc1ccco1	6	-2	5	98	-4	94	-4	0	-17	4	99
Cc1ccc(S(=O)(=O)CC(=O)N2CCCC2)cc1	0	-8	20	99	-17	97	-2	-2	-1	1	102
Cc1cccc(/N=C/c2c(O)n(Cc3ccc4c(c3)OCO4)c(=O)c3ccccc23)n1	0	-4	69	86	0	97	-1	-3	2	0	96
CCCN(CCC)CC(O)COc1ccc2c(c1)OCO2 (stereo not drawn)	0	-3	17	98	-4	96	-1	-3	-19	-2	99
O=C1C2CC=C(Cl)CC2C(=O)N1CCCCCCN1C(=O)C2CC=C(Cl)CC2C1=O (stereo not drawn)	0	-4	14	85	-8	88	-5	-7	-27	1	93
COc1ccc(OC)c(C(=O)Cn2nnc3ccccc3c2=O)c1	1	-7	62	100	-9	99	-2	0	11	28	103
Cc1ccc(C(=O)NCC(=O)OCC(=O)c2c(N)n(C)c(=O)n(C)c2=O)s1	-1	-10	11	100	-9	98	-6	-6	-18	1	101
O=C(N/N=C/c1cccnc1)C12CC3CC(CC(C3)C1)C2	-2	-4	17	103	-2	98	-4	0	-2	0	102
CC1CCN(C(=S)NC(=O)c2ccccc2)CC1	0	-18	22	101	-15	99	-16	-11	6	-5	101
COc1cc(C)c(C(C)C)cc1S(=O)(=O)n1cnc(C)c1	-2	-2	14	104	-4	101	-3	-5	-18	-1	103
SMILES	Bim-Bcl-W	Bcl-2 Bim block	GSH fluor	RGS4-Gao reg	Bfl-1 Bim block	RGS7-Gao reg	Bim-Bcl-B	Bim-Bcl-XL	Mcl1-Bid inh	Mcl-1 Bim block	RGS8-Gao
COc1ccc(CCNC(=O)CN(c2ccc(OC)c(OC)c2)S(C)(=O)=O)cc1OC	0	-6	61	100	-9	100	-8	-18	-26	-3	100
CC(COc1ccccc1)N(CCCl)Cc1ccccc1 (stereo not drawn)	-1	1	20	101	0	102	-8	-7	55*	-1	103
Cc1ccc(C(=O)Nc2ccnc(-c3cccnc3)n2)cc1	2	0	9	99	-3	103	-1	1	-20	1	102
N/C(=N\OC(=O)c1ccco1)c1ccc(Br)cc1	2	-10	34	99	-16	98	-9	-6	12	-3	98
CCOc1ccc(CONS(=O)(=O)c2ccc(NC(C)=O)cc2)cc1Cl	-2	0	9	100	-1	102	-7	-4	0	-2	108
CCOC(=O)c1c(NC(=O)c2ccoc2C)sc(C)c1C	0	2	13	115	0	110	0	0	-19	-2	130
CC(C)c1ccc(NC(=O)C(c2ccccc2)N2CCOCC2)cc1 (stereo not drawn)	1	-5	20	101	-7	99	-3	-4	-18	0	99
COc1ccc([N+](=O)[O-])cc1NC(=O)C(C)OC(=O)c1ccccc1C(=O)c1ccc(Cl)cc1 (stereo not drawn)	0	10	8	103	7	103	1	2	-10	-4	103

Filtered by structure: the compounds so far containing fluorine (2)
SMILES	Bim-Bcl-W	Bcl-2 Bim block	GSH fluor	RGS4-Gao reg	Bfl-1 Bim block	RGS7-Gao reg	Bim-Bcl-B	Bim-Bcl-XL	Mcl1-Bid inh	Mcl-1 Bim block	RGS8-Gao
O=C(CSc1cccc(C(F)(F)F)c1)NC(=O)NCc1ccco1	-2	-7	24	94	-19	92	-7	-5	-5	-3	99
O=C(NCCNc1ccc([N+](=O)[O-])cc1C(F)(F)F)c1ccccc1F	0	-6	14	104	-6	106	-8	-7	-23	-1	103
